RPL19A-GFP yeast = yeast TOR pathway RPL19A-GFP modulation; AID 2025; S. cerevisiae RPL19A-GFP strain, flow cytometry, 3 h; stronger effect = lower value; percent response vs DMSO, % at 10 µM; hit rate 0.3% among 330,000;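 active = percent response vs DMSO below 50%; inconclusive = fewer than 70 events counted for the yeast strain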;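 also: median channel GFP fluorescence of the barcoded RPL19A-GFP strain; ratio of sample median GFP to plate DMSO average so 100% = DMSO; lower means less RPL19A-GFP as with rapamycin TOR inhibition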
AGP1 TOR yeast = yeast TOR pathway AGP1-GFP modulation. hit rate 0.02% among 320,000. AID 2066. S. cerevisiae AGP1-GFP multiplex flow cytometry, 3 h; GFP as percent of DMSO wells. GFP response vs DMSO, % at 10 µM;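 active = GFP response relative to DMSO above a set limit, near screen average plus 3 SD, cut at about 150% in these data; inconclusive = fewer than 70 cells counted for the yeast strain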;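 also: median GFP channel fluorescence of the gated AGP1 strain per well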
GASC-1 inh = inhibitors of human GASC-1 (JMJD2C) demethylase. hit rate 0.069% among 330,000. Q9H3R0. inhibition, % at 2.35 µM. GST-JMJD2C(1-420) H3K9me3 demethylation, DELFIA europium;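 active = more than half of a compound's replicate wells show inhibition beyond 50%, single wells judged on their own value; inconclusive = some, but no more than half, of replicates pass 50% inhibition; inactive = no replicate passes 50% inhibition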;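 also: signal counts dimethyl H3K9 product captured on neutravidin plate; 0% = median of DMSO wells and 100% = 0.3 times that DMSO median; strong numbers were not always called active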
CIT2 TOR yeast = modulators of TOR pathway CIT2-GFP in S. cerevisiae | GFP response vs DMSO, % at 10 µM | S. cerevisiae CIT2-GFP strain, flow cytometry, 3 h; 100 means same as DMSO wells | hit rate 0.065% among 320,000;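 active = GFP response relative to DMSO above a set limit, near the screen mean plus 3 SD, cut at about 150% in these data; inconclusive = Fewer than 70 cells measured for a yeast strain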;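 also: ratio of well median GFP fluorescence to mean of DMSO wells on the plate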
LAP4-GFP MLPCN = alters LAP4-GFP fluorescence in TOR pathway yeast screen; S. cerevisiae LAP4-GFP multiplex, flow cytometry GFP, 3 h; median GFP as percent of DMSO wells; GFP response vs DMSO, % at 10 µM; hit rate 0.34% among 320,000; AID 2023;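 active = GFP response vs DMSO above a set limit, about the screen mean plus 3 SD, cut at about 150% in these data; inconclusive = under 70 cell events counted for the yeast strain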
VLA-4 inh = inhibition in a human VLA-4 binding assay; P13612; VLA-4 expressing cells, ligand binding flow cytometry; inhibition, % (about 7 µM as worked out from the volumes in the protocol); hit rate 0.2% among 330,000; in the data active = inhibition above about 50%
Target sequence (P13612 whole entry, looked up): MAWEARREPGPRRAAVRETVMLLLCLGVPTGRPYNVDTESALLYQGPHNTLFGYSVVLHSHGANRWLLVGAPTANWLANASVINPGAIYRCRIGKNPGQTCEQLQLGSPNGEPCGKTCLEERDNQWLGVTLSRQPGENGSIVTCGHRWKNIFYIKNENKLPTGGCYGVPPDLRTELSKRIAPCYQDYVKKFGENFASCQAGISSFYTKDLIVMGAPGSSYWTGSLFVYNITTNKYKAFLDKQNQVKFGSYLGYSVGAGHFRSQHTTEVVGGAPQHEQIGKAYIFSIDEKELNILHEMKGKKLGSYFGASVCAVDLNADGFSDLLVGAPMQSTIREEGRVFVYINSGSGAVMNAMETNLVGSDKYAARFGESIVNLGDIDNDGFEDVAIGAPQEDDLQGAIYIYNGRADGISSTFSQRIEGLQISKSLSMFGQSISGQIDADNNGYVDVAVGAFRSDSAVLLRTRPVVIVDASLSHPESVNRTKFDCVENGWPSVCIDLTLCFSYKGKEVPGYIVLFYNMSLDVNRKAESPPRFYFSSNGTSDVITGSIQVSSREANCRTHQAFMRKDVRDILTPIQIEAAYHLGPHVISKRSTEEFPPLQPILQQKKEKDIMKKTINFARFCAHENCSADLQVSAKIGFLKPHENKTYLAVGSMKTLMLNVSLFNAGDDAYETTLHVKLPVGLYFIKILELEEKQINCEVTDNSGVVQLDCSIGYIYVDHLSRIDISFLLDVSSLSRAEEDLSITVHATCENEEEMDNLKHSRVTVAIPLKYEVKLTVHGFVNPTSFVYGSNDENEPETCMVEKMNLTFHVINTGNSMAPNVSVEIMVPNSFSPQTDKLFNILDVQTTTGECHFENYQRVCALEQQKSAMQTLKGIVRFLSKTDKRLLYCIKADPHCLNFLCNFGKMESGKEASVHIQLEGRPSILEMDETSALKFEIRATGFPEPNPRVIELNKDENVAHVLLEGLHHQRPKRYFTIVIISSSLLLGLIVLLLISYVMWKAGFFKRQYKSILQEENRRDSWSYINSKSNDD
MEP2 TOR yeast = yeast TOR pathway MEP2-GFP modulation. S. cerevisiae MEP2-GFP strain, flow cytometry GFP, 3 h; 100% = DMSO control level. hit rate 0.51% among 330,000. AID 2016. GFP response vs DMSO, % at 10 µM;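 active = GFP response versus DMSO above a set limit, roughly screen mean plus 3 SD, cut at about 180% in these data; inconclusive = fewer than 70 cells counted for a yeast strain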;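 also: median GFP fluorescence of the barcode-gated MEP2-GFP cells per well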
GRK2 inh = human GRK2 inhibition via aptamer displacement. P25098. bead flow cytometry, FAM-aptamer displacement from GRK2. inhibition of aptamer binding, % at 10 µM. hit rate 0.59% among 330,000;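 active = inhibition of aptamer binding above 40%, roughly 3 SD of noise, on plates passing a quality check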;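 also: median bead fluorescence of bound FAM aptamer so fluorescent compounds give negative values; no value below 0 was filed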
The depositor's hits bear a star; ? = inconclusive; · = not tested or not shown.

1	CCCCn1c(N)c(N(CCOC)C(=O)CSc2nnc(-c3ccncc3)n2CCC)c(=O)[nH]c1=O
2	Cc1c(Cl)cccc1NC(=S)NCc1ccco1
3	O=C1OC2(CCCCC2)OC(=O)C1=CNc1ccc2c(c1)OCO2
4	O=C(c1ccccc1SCc1ccccc1)N1CCOCC1
5	Cc1cc(C)cc(NC(=S)NCc2cccn2C)c1
6	O=C(CSc1nc2ccccc2[nH]1)Nc1ccc2[nH]c(=O)[nH]c2c1
7	NS(=O)(=O)c1cccc(NC(=O)COC(=O)C2CCN(S(=O)(=O)c3cccs3)CC2)c1
8	CCn1c(SCC(=O)Nc2nccs2)nnc1-c1ccc(C)cc1
screen / no.	1	2	3	4	5	6	7	8
RPL19A-GFP yeast	99.0	94.9	?	101.7	95.0	100.4	98.4	102.0
AGP1 TOR yeast	101.2	102.0	?	102.6	95.5	102.2	104.4	94.4
GASC-1 inh	6.9	0.3	11.5	-3.2	-1.3	7.9	-6.0	3.5
CIT2 TOR yeast	99.4	94.0	?	122.3	92.9	102.0	103.6	96.1
LAP4-GFP MLPCN	101.8	105.7	?	85.4	101.6	92.8	99.2	106.2
VLA-4 inh	15.4	11.0	-11.3	0.0	19.5	16.8	-3.8	3.9
MEP2 TOR yeast	98.6	97.7	?	106.9	103.0	85.7	100.5	103.5
GRK2 inh	2.0	0.0	0.0	1.0	0.0	0.0	3.0	1.0

Grouped by structure, the compounds so far with an NH in an aromatic ring
1	CCCCn1c(N)c(N(CCOC)C(=O)CSc2nnc(-c3ccncc3)n2CCC)c(=O)[nH]c1=O
6	O=C(CSc1nc2ccccc2[nH]1)Nc1ccc2[nH]c(=O)[nH]c2c1
screen / no.	1	6
RPL19A-GFP yeast	99.0	100.4
AGP1 TOR yeast	101.2	102.2
GASC-1 inh	6.9	7.9
CIT2 TOR yeast	99.4	102.0
LAP4-GFP MLPCN	101.8	92.8
VLA-4 inh	15.4	16.8
MEP2 TOR yeast	98.6	85.7
GRK2 inh	2.0	0.0

(next part)
9	COc1ccccc1CNC(=O)C(NC(=O)Nc1ccccc1)C(C)C (stereo not drawn)
10	CCOc1ccc(/C=C/C(=O)Nc2ccccc2C(F)(F)F)cc1
11	NC(=O)C1CCN(C(=O)c2ccccc2CCc2ccccc2)CC1
12	CC(C)(C)OC(=O)NCCCC[C@@H](C(=O)N1CCN(C(=O)OC(C)(C)C)CC1)n1cc(CCC(=O)O)nn1
13	CC1(C)CC(=O)C(C=Nc2ccccc2C(=O)O)=C(O)C1
14	CCc1ccc(N(C(=O)CNC(=O)c2cccs2)C(C(=O)NC(C)(C)C)c2cc(OC)c(OC)c(OC)c2)cc1 (stereo not drawn)
15	N=c1sccn1CC(=O)Nc1cc(Cl)ccc1Oc1ccccc1
16	COc1ccc(C(=O)Nn2c(SCC(=O)NC3CCCC3)nc3ccccc3c2=O)cc1
screen / no.	9	10	11	12	13	14	15	16
RPL19A-GFP yeast	94.7	121.8	101.9	106.7	92.6	98.5	95.5	101.8
AGP1 TOR yeast	93.1	88.6	106.5	108.2	97.6	103.7	94.9	104.4
GASC-1 inh	8.7	0.5	14.7	-1.8	2.6	3.2	7.9	-1.1
CIT2 TOR yeast	95.2	106.9	104.3	104.6	100.8	·	89.9	103.0
LAP4-GFP MLPCN	90.0	90.3	96.1	102.3	87.6	94.0	98.8	97.5
VLA-4 inh	-7.6	-3.7	-10.8	10.0	-10.7	11.1	6.2	-5.9
MEP2 TOR yeast	97.0	96.7	101.0	103.2	101.7	93.0	98.3	99.2
GRK2 inh	1.0	0.0	0.0	1.0	0.0	5.0	0.0	0.0

Five structures from above, arranged by length of the SMILES, descending:
12	CC(C)(C)OC(=O)NCCCC[C@@H](C(=O)N1CCN(C(=O)OC(C)(C)C)CC1)n1cc(CCC(=O)O)nn1
16	COc1ccc(C(=O)Nn2c(SCC(=O)NC3CCCC3)nc3ccccc3c2=O)cc1
10	CCOc1ccc(/C=C/C(=O)Nc2ccccc2C(F)(F)F)cc1
11	NC(=O)C1CCN(C(=O)c2ccccc2CCc2ccccc2)CC1
15	N=c1sccn1CC(=O)Nc1cc(Cl)ccc1Oc1ccccc1
screen / no.	12	16	10	11	15
RPL19A-GFP yeast	106.7	101.8	121.8	101.9	95.5
AGP1 TOR yeast	108.2	104.4	88.6	106.5	94.9
GASC-1 inh	-1.8	-1.1	0.5	14.7	7.9
CIT2 TOR yeast	104.6	103.0	106.9	104.3	89.9
LAP4-GFP MLPCN	102.3	97.5	90.3	96.1	98.8
VLA-4 inh	10.0	-5.9	-3.7	-10.8	6.2
MEP2 TOR yeast	103.2	99.2	96.7	101.0	98.3
GRK2 inh	1.0	0.0	0.0	0.0	0.0

Continued.
17	CC(=O)Nc1cccc(NC(=O)c2cc(Cl)ccc2Cl)c1
18	COc1cc(NC(=O)CCN2CCN(CCO)CC2)cc(OC)c1
19	CN(C(=O)COC(=O)c1ccc(S(=O)(=O)N2CCCC2)cc1)c1ccccc1
20	CC(=O)/C(=N/Nc1ccccc1)Sc1nnc(CCc2ccccc2)n1-c1ccccc1
21	Cc1cc(C)n(-c2nc3ccccc3n3cnnc23)n1
22	COc1ccc2c(c1OC)C(=O)N1c3ccccc3SC21 (stereo not drawn)
23	COc1ccccc1CNC(=O)COC(=O)c1cccc(S(=O)(=O)N2CCCC2)c1
24	COc1cc(/C=C2\NC(=S)N(C)C2=O)ccc1O
screen / no.	17	18	19	20	21	22	23	24
RPL19A-GFP yeast	96.1	101.5	100.3	102.7	98.5	104.6	94.0	94.8
AGP1 TOR yeast	99.9	98.8	98.3	99.2	103.3	103.2	102.0	93.9
GASC-1 inh	4.0	4.0	7.2	3.0	-4.3	-28.7	13.8	-7.8
CIT2 TOR yeast	93.3	102.9	99.2	92.3	99.8	109.6	107.6	93.0
LAP4-GFP MLPCN	103.6	90.4	94.3	79.5	90.1	127.2	98.1	104.5
VLA-4 inh	-2.1	0.8	12.5	-9.3	-27.1	-4.3	7.8	-8.8
MEP2 TOR yeast	94.6	105.4	96.3	92.5	84.9	112.2	95.7	101.2
GRK2 inh	0.0	0.0	1.0	3.0	0.0	0.0	0.0	3.0

25	CCOc1ccc(C(=O)NC(=S)Nc2ccc(NC(=O)c3ccco3)c(C)c2)cc1[N+](=O)[O-]
26	Cc1ccc(CNC(=O)C2CCCN(c3cnccn3)C2)cc1 (stereo not drawn)
27	CC1(C)CC(=O)C2=C(C1)N(c1ccc(F)cc1)C(=O)C2(O)C(F)(F)F (stereo not drawn)
28	Cc1cc(C(F)F)nn1CC(=O)Nc1cc([N+](=O)[O-])ccc1F
29	Cc1ccc(-c2nnc(COC(=O)c3ccco3)o2)cc1
30	O=C(COc1ccc2c(c1)oc(=O)c1ccccc12)NCCCN1CCOCC1
31	CC1(C)Cc2c(sc3nc(-c4ccccc4)n(N)c(=O)c23)CO1
32	O=C(CSc1ccccn1)C12CC3CC(CC(C3)C1)C2
screen / no.	25	26	27	28	29	30	31	32
RPL19A-GFP yeast	102.5	98.2	99.5	101.4	103.6	100.0	107.3	89.6
AGP1 TOR yeast	104.9	94.1	98.1	97.5	93.2	99.0	106.2	96.3
GASC-1 inh	-0.1	-25.9	2.2	5.2	-1.0	10.5	6.3	-3.2
CIT2 TOR yeast	98.9	88.4	98.6	94.2	91.8	101.7	107.5	89.3
LAP4-GFP MLPCN	101.8	94.6	101.6	105.2	89.4	101.2	116.3	105.7
VLA-4 inh	16.0	3.8	-3.7	5.4	33.5	-5.0	2.5	-17.4
MEP2 TOR yeast	105.2	98.7	104.4	98.2	91.4	102.3	114.0	92.1
GRK2 inh	2.0	6.0	0.0	6.0	3.0	0.0	2.0	1.0

33	Cc1cc(NC(=O)CSc2nnc(COc3cccc(C)c3C)n2C)no1
34	CC1CC(C)CN(C(=O)CCCn2c(=O)c3cccn3c3cccnc32)C1 (stereo not drawn)
35	Cc1ccc(Cl)cc1N1CCN(C(=O)C2(S(=O)(=O)c3ccc(Cl)cc3)CC2)CC1
36	CC1C(=O)N2CCCc3cc(NC(=O)C4CC4)cc1c32 (stereo not drawn)
37	O=C(NC1CCc2ccccc21)C12CN(Cc3ccccc3)CC1C(c1cccc([N+](=O)[O-])c1)=NO2 (stereo not drawn)
38	C/C(=N\NC(=O)c1c(Cl)c(C)nn1C)c1cccc(NC(=O)COc2ccc(Cl)cc2)c1
39	Cc1ccc(-n2ncc3c(NNC(=O)c4ccco4)ncnc32)cc1Cl
40	CCc1c(C)nc2c(Br)cccc2c1SCCC#N
41	Cn1c(SCc2nn[nH]n2)nc2c1c(=O)n(Cc1ccccc1Cl)c(=O)n2C
42	CCCCn1c(N)c(N(C)C(=O)c2cn(-c3ccccc3)nc2-c2ccccc2)c(=O)[nH]c1=O
screen / no.	33	34	35	36	37	38	39	40	41	42
RPL19A-GFP yeast	101.2	101.6	98.4	97.2	102.2	92.4	93.3	100.7	92.4	96.3
AGP1 TOR yeast	103.6	101.3	94.7	104.8	94.0	93.5	97.3	95.2	98.3	92.3
GASC-1 inh	11.0	-2.0	-0.8	-9.1	10.8	1.7	-7.1	-13.3	-0.3	5.6
CIT2 TOR yeast	98.0	97.7	92.6	103.8	89.7	91.9	90.4	91.0	101.0	98.4
LAP4-GFP MLPCN	101.7	102.3	107.6	96.1	101.6	85.9	101.4	103.4	93.5	96.2
VLA-4 inh	-5.6	25.9	1.1	12.6	-1.8	7.3	8.5	-12.8	-2.0	12.5
MEP2 TOR yeast	97.5	96.5	102.9	103.3	98.6	94.9	96.2	102.8	101.7	99.6
GRK2 inh	1.0	0.0	0.0	2.0	3.0	1.0	0.0	3.0	17.0	0.0
